KCNH2 3.1 inh – inhibitors of human KCNH2 3.1 potassium channel isoform. U2OS KCNH2 3.1, thallium flux FluxOr; active compounds read low. activity change, % (tested at about 1.8 µM). 340,000 compounds, 0.95% hits;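 active = maximum activity change below -70%; inconclusive = maximum activity change from -70% to -50%; inactive = maximum activity change above -50%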;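 also: thallium influx rate constant from kinetic fluorescence after stimulation buffer; % is scaled to controls: 0 for no effect and ±100 for the full control effect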
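Channel expression came from 3.1 mutant virus (1.77 x 10^8 /mL) applied to suspended U2OS cells for 4 h. Flux was tracked with FluxOr dye plus Red40 quencher, and kinetic rate constants normalized to controls.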
FLuc modulator – counter-screen for miR-21 project: firefly luciferase inhibitors or activators; purified FLuc, Km substrates, luminescence inhibition; Potency, µM (highest dose often 57.5 µM), without a hit: top-dose activity change, negative = inhibition, usual class: inhibitors; 360,000 compounds, 6.9% hits; AID 588342;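 also: potency is read from the fitted curve at half-maximal effect; plate controls were vehicle for no effect and reference inhibitor for full effect; nearly all actives have a fitted effect of over 55% in size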
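Purified P. pyralis luciferase (10nM final) with 10uM D-luciferin and 10uM ATP (Km levels) in 50mM Tris acetate pH 7.5, 10mM Mg acetate, 0.01% Tween-20, 0.05% BSA; qHTS 6-point titration, ~60 µM downward; luminescence read.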
Giardia kill – Giardia lamblia killing; activity change, % at 7.66 µM, hits read low; AID 540267; 340,000 compounds, 0.15% hits; Giardia lamblia trophozoite viability; in the data active = activity change below about -80%; inconclusive = between about -30% and that limit;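 also: parasites exposed to compound for two days anaerobically before the ATP read; % is scaled to controls: 0 for no effect and ±100 for the full control effect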
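Trophozoite viability was measured as ATP-dependent luminescence, read 15-30 min after reagent addition. Before that, parasites at 100 cells/well were exposed to compounds for 48 h, anaerobically, at 37 deg C.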
uPA generation – blocks generation of uPA at the cell surface; cell surface uPA generation assay, qHTS; Potency, µM (series often up to 38.3 µM), without a hit: top-dose activity change, negative = inhibition, most hits filed as inhibitors; 330,000 compounds, 0.31% hits; AID 540303; active = well fitted inhibition curve with a large enough effect; inconclusive = small, poorly fitted or top-dose-only effect; inactive = no such curve, though single readings can be large or run the other way; tested in mouse RAW 264.7 cells; also: potency is read from the fitted curve at half-maximal effect; % is scaled to controls: 0 for no effect and ±100 for the full control effect; nearly all actives have a fitted effect of over 55% in size
Rab9 prom act – Rab9 promoter activation; Huh7 Rab9 promoter-luciferase reporter, luminescence, 24 h; Potency, µM (titrated, usually from 9.22 µM), for inactives: top-dose activation, negative = inhibition, hits mostly activators; 320,000 compounds, 2.8% hits; also: potency is read from the fitted curve at half-maximal effect; % of control where 0% means no effect; nearly all actives have a fitted effect of over 60% in size
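Cell-based reporter: Huh7 stable for Rab9 promoter-driven luciferase, plated in reduced-serum medium with 10% FBS at 1500 cells/well, compound-treated 24 h at 37 °C, luminescence read after 10 min reagent.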
ELG1 genotox – inducers of genotoxicity in HEK293T ELG1-luciferase cells; 330,000 compounds, 1.3% hits; AID 504466; HEK293T ELG1-luciferase reporter, luminescence, 16 h; Potency, µM (highest dose often 46 µM), for inactives: at the top dose activity change, positive = activation, hits mostly activators; also: potency is read from the fitted curve at half-maximal effect; % of control where 0% means no effect; nearly all actives have a fitted effect of over 60% in size
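HEK293T cells expressing luciferase-tagged ELG1 were treated with compound or DMSO for 16 hr at 37°C. Luciferase activity was then read after 30 min with ONE-Glo at room temperature; rising signal flags genetic stress.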
Tb PFK inh – blocks T. brucei phosphofructokinase; O15648; T. brucei PFK, ADP-Glo luminescence; Potency, µM (series often up to 57.5 µM), for the others: top-dose activity, negative = inhibition, actives largely listed as inhibitors; 330,000 compounds, 0.17% hits; AID 485367;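 also: potency is read from the fitted curve at half-maximal effect; 0% = uninhibited 1x PFK enzyme wells and -100% = no-enzyme wells; nearly all actives have a fitted effect of over 60% in size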
Target sequence (O15648 whole entry, looked up): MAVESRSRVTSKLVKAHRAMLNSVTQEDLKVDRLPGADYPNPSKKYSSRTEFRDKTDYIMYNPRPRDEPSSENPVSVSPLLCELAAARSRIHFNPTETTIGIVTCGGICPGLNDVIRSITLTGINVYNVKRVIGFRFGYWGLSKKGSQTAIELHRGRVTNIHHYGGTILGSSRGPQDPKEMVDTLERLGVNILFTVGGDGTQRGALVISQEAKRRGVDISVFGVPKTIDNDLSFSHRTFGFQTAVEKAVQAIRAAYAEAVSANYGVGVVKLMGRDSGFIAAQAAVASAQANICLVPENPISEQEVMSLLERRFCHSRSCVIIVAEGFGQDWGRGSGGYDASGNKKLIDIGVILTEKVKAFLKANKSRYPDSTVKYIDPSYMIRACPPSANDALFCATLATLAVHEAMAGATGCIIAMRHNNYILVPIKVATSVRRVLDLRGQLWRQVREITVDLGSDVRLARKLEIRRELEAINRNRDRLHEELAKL
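1.25 nM PFK with 0.5 mM F6P and 0.1 mM ATP in 0.1 M TEA pH 8.0, 5 mM MgCl2, incubated 45 min at room temperature; ADP measured by ADP-Glo luminescence; compounds titrated up to 57 uM.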
NPC1 promoter act – NPC1 promoter activation | 320,000 compounds, 2.4% hits | AID 485313 | Huh7 NPC1 promoter luciferase reporter, 24 h | Potency, µM (titrated, usually from 9.22 µM), for inactives: at the top dose activation, hits mostly activators;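 also: potency is read from the fitted curve at half-maximal effect; % of control where 0% means no effect; nearly all actives have a fitted effect of over 60% in size; reporter is driven by a mutant NPC1 promoter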
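Luminescence from an NPC1 promoter-driven luciferase reporter in stably transfected Huh7 cells was measured after 24 h compound treatment at 37 °C, followed by 10 min ambient incubation with luciferase detection reagent.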
FBPA coupling cs – counter-screen for Giardia aldolase inhibitors: coupling enzyme system; coupling enzyme system counterscreen, AmpLite Red fluorescence; activity change, negative = inhibition, % at 58.2 µM, hits read low; 290,000 compounds, 0.67% hits; in the data active = activity change below about -30%; also: % is scaled to controls: 0 for no effect and ±100 for the full control effect
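Coupling enzymes only (glyceraldehyde-3-phosphate) + compound, at 57.5 uM final, 10 min RT; add substrate/coupling/AmpLite Red mix, 20 min RT; fluorescence ex 525/em 598 nm. Actives flag coupling-system interference.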
VP16 counter – Gal4-VP16 reporter inhibition counter-screen | 310,000 compounds, 3.5% hits | Drosophila S2 Gal4-VP16 UAS-luciferase, luminescence, 20 h | Potency, µM (series often up to 53.6 µM), for inactives: top-dose activity, negative = inhibition, usual class: inhibitors;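 also: Gal4-VP16 expression switched on by copper sulfate through the metallothionein promoter; potency is read from the fitted curve at half-maximal effect; % is scaled to controls: 0 for no effect and ±100 for the full control effect; nearly all actives have a fitted effect of over 50% in size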
RORgamma inh – inhibitors of mouse ROR gamma transcriptional activity. Drosophila S2 Gal4-RORgamma UAS-luciferase reporter, 20 h. Potency, µM (highest dose often 53.6 µM), without a hit: top-dose activity change, negative = inhibition, hits mostly inhibitors. 310,000 compounds, 5.4% hits. P51450; also: potency is read from the fitted curve at half-maximal effect; % is scaled to controls: 0 for no effect and ±100 for the full control effect; nearly all actives have a fitted effect of over 60% in size
Target sequence (P51450 whole entry, looked up, the tested form may be a part): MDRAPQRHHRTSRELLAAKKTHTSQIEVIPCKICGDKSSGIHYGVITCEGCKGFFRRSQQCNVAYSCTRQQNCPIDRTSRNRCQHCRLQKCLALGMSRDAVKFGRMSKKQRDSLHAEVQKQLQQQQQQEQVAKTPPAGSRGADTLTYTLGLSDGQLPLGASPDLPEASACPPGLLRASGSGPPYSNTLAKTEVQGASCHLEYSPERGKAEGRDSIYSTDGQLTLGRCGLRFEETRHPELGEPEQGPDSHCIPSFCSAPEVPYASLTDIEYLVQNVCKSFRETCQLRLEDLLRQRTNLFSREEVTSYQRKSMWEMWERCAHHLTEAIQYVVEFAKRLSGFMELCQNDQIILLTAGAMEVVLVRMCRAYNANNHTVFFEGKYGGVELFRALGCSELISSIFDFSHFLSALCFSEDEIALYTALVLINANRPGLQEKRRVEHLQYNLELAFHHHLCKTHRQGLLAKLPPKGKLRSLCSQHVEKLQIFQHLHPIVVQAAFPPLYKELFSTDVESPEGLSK
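Luciferase reporter read in Schneider cells carrying Gal4-RORγ (mouse) and UAS-Photinus luciferase; cells given compound 1 h before 700 uM copper sulfate induction, then incubated 20 h at ambient temperature.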
Active calls of the source: *; ? = inconclusive; · = not tested or not shown; [ ] = dose if it differs, or a comment. Unless noted, calls follow the shape of the dose curve; as a rule, active = well fitted curve in the direction sought with a large enough effect; inconclusive = small, poorly fitted or top-dose-only effect, or another doubt; inactive = no such curve, though single readings can be large; an effect the other way counts as inactive or inconclusive.

item	molecule	KCNH2 3.1 inh	FLuc modulator	Giardia kill	uPA generation	Rab9 prom act	ELG1 genotox
1	O=C(COC(=O)C1CCN(c2ccc(C(F)(F)F)cn2)CC1)NCc1ccccc1	-12	-1%	10	3%	1%	2%
2	CC1(C)Cc2ccccc2C(N/N=C/c2ccc(Cl)cc2)=N1	-19	17µM*	-2	3%	-3%	-5%
3	Cc1ccc(NC(=S)N2CCCCCC2)cc1	-6	8.5µM*	-7	-18%	?	?
4	Cc1cc(OC(=O)c2ccc(S(=O)(=O)N3CCCC3)cc2)c([N+](=O)[O-])c(=O)[nH]1	-16	5%	0	-13%	-2%	-4%
5	C=CCc1cccc2cc(C(=O)OCC(=O)c3ccccc3)c(=O)oc12	4	-6%	-18	-3%	-4%	2%
6	NC(=O)c1cc(S(=O)(=O)Nc2cccc(F)c2)co1	-13	9%	0	3%	1%	0%
7	CSCCC(NC(=O)c1cccc(C)c1)C(=O)OCN1C(=O)c2ccccc2C1=O (stereo not given)	4	-16%	-22	-2%	-4%	2%
8	Cc1nc2cc(NC(=O)N(C)c3ccc4ccccc4c3)ccc2o1	-2	?	1	3%	-8%	0%
9	N#CCCN(C(=O)COC(=O)c1n[nH]c2ccccc12)c1ccccc1	7	·	-14	-5%	·	0%
10	CC(=O)Nc1ccc(N(C(=O)CNC(=O)c2cccs2)C(C(=O)NC(C)(C)C)c2ccccc2)cc1 (stereo not given)	8	-4%	-1	3%	-3%	4%
11	Cn1nc(C(F)(F)F)c2cc(NC(=O)OCc3ccc(C(C)(C)C)cc3)sc21	-6	0%	-1	6%	-6%	-9%
12	CCOC(=O)N1CCN(C(=O)/C(=C/c2cccs2)NC(=O)c2cccs2)CC1	9	-2%	-5	-16%	-10%	16%

item	Tb PFK inh	NPC1 promoter act	FBPA coupling cs	VP16 counter	RORgamma inh
1	1%	-5%	·	·	·
2	0%	-2%	-2	-21%	-40%
3	-21%	?	2	?	?
4	1%	-7%	0	1%	-9%
5	-1%	6%	2	10%	6%
6	1%	-1%	0	-1%	-5%
7	1%	-3%	·	·	·
8	-4%	-2%	-19	-9%	-13%
9	-3%	·	·	·	·
10	-1%	-6%	-1	0%	7%
11	4%	2%	0	9%	25%
12	3%	1%	-6	-22%	1%

(continued)
item	molecule	KCNH2 3.1 inh	FLuc modulator	Giardia kill	uPA generation	Rab9 prom act	ELG1 genotox
13	CCCC(C(=O)NC1CCCC1)N(C(=O)c1snc(C(N)=O)c1N)c1ccc(F)cc1 (stereo not given)	-10	4%	-20	7%	0%	3%
14	CCCCOC(=O)CSc1nnc(N)s1	-5	4%	-1	·	1%	-6%
15	O=C(OCC(=O)N1CCc2ccccc2C1)c1ccc(N2CCOCC2)c([N+](=O)[O-])c1	-17	5%	2	16%	-1%	3%
16	Cc1ccc(Cn2nnc3c(=O)n(Cc4cccc(C)c4)cnc32)cc1	-3	4%	11	-2%	1%	-1%
17	CCN(c1ccccc1)S(=O)(=O)c1ccc(C(=O)Oc2ccc(C(C)=O)cc2)cc1	-12	-4%	15	9%	1%	0%
18	O=C(Nc1ccc(-n2cccn2)cc1)C1CCN(Cc2ccsc2)CC1	-47	1%	-6	-6%	-7%	-5%
19	COc1ccccc1CNC(=O)C1(c2ccc(Cl)cc2)CC1	-6	-1%	-25	1%	-8%	-3%
20	COc1ccc(Br)c(C(=O)Nc2ccc(F)cc2)c1	-6	-2%	-12	0%	-2%	2%
21	Cc1cccc(C)c1NC(=O)C1(N(Cc2ccco2)C(=O)CC2NC(=O)NC2=O)CCCCC1 (stereo not given)	2	0%	-7	3%	-5%	1%
22	COc1ccc(OC)c(NC(=O)NCCN2CCN(c3ccccc3)CC2)c1	-3	3%	-3	-4%	15%	-5%
23	O=C(CSc1ccccc1C(=O)O)c1ccccc1	-5	?	-3	7%	?	0%[9.26 µM]
24	CCN(CC)S(=O)(=O)c1ccc(C)c(NC(=O)CNCCN(C(C)C)C(C)C)c1	-32	-2%	-3	-9%	-5%	-2%

item	Tb PFK inh	NPC1 promoter act	FBPA coupling cs	VP16 counter	RORgamma inh
13	-1%	-3%	1	0%	7%
14	-4%	-7%	2	-2%	-20%
15	-3%	-1%	-2	-13%	?
16	-11%	-3%	1	-5%	26%
17	1%	1%	1	10µM*	?
18	2%	2%	·	2%	-9%
19	0%	-6%	8	4%	1%
20	-10%	-3%	-6	4%	0%
21	1%	-2%	0	-4%	11%
22	0%	-2%	1	-1%	-18%
23	4%	21%	8	-5%	0%
24	-5%	-3%	1	-18%	0%

Continuation:
item	molecule	KCNH2 3.1 inh	FLuc modulator	Giardia kill	uPA generation	Rab9 prom act	ELG1 genotox
25	Cc1ccc(S(=O)(=O)N2CCC(C(=O)N[C@@H](C)C(=O)NCc3ccccc3)CC2)cc1	-7	-4%	-23	-1%	1%	-14%
26	Cc1ccc(C(=O)N2c3ccccc3NC(=O)C2C)cc1 (stereo not given)	-4	2%	18	7%	1%	2%
27	CCCCN(C)C(=O)c1cn(CC)c2ccc(S(=O)(=O)N(C)C)cc2c1=O	0	0%	10	4%	-10%	12%
28	CC(C)N1CC(O)=C(c2ccccc2)C1=N	0	0%	-6	-7%	-2%	-3%
29	Cc1cc(NC(=O)COC(=O)[C@@H](NS(=O)(=O)c2ccccc2)C(C)C)no1	-2	-2%	-27	?	0%	-3%
30	CCNC(=O)NC(=O)C(C)OC(=O)C1CCN(S(=O)(=O)c2ccccc2F)CC1 (stereo not given)	5	0%	-10	4%	0%	-3%
31	O=C(c1ccc(Oc2ccc([N+](=O)[O-])cc2)cc1)N1CCCCCC1	19	1%	25	-4%	-13%	13%
32	CCCCNC(=O)c1ccc(CNS(=O)(=O)c2ccc(Br)cc2)cc1	-2	2%	19	-1%	1%	-4%
33	CCn1cc(C(=O)NC2CC3CCC2C3)c(=O)c2ccc(C)nc21 (stereo not given)	·	0%	·	·	1%	-1%
34	Cc1ccc(Cn2nnc3c(=O)[nH]c(C4CCCN(S(=O)(=O)c5ccc(F)cc5)C4)nc32)cc1 (stereo not given)	-5	2%	1	-1%	-2%	4%
35	CC(=O)Nc1ccc(NC(=O)C(Sc2ccccc2)c2ccccc2)cc1 (stereo not given)	18	-1%	0	5%	-3%	7%
36	O=C(COC(=O)C1(c2ccc(F)cc2)CCCC1)N1CCN(C(=O)c2ccco2)CC1	8	1%	-20	0%	-17%	-4%

item	Tb PFK inh	NPC1 promoter act	FBPA coupling cs	VP16 counter	RORgamma inh
25	0%	9%	11	-1%	2%
26	-2%	-28%	4	10%	-1%
27	0%	1%	0	-1%	11%
28	1%	-3%	3	-13%	9%
29	-3%	0%	-2	8%	-15%
30	1%	0%	2	-6%	-5%
31	4%	-7%	0	·	·
32	-8%	-2%	0	-12%	6%
33	-4%	1%	-1	3%	6%
34	-1%	-1%	2	3%	47%
35	4%	-1%	3	-2%	0%
36	1%	-2%	5	-1%	?

In the list so far, two have bromine:
item	molecule	KCNH2 3.1 inh	FLuc modulator	Giardia kill	uPA generation	Rab9 prom act	ELG1 genotox
20	COc1ccc(Br)c(C(=O)Nc2ccc(F)cc2)c1	-6	-2%	-12	0%	-2%	2%
32	CCCCNC(=O)c1ccc(CNS(=O)(=O)c2ccc(Br)cc2)cc1	-2	2%	19	-1%	1%	-4%

item	Tb PFK inh	NPC1 promoter act	FBPA coupling cs	VP16 counter	RORgamma inh
20	-10%	-3%	-6	4%	0%
32	-8%	-2%	0	-12%	6%

Going on with the list.
item	molecule	KCNH2 3.1 inh	FLuc modulator	Giardia kill	uPA generation	Rab9 prom act	ELG1 genotox
37	Cc1cc(F)ccc1S(=O)(=O)Nc1ccccc1C(=O)N1CCCC1	2	4%	4	-7%	-10%	1%
38	O=C1CC(N2CCC(c3nc4ccccc4[nH]3)CC2)C(=O)N1Cc1ccccc1 (stereo not given)	6	8%	8	7%	·	·
39	CCOC(=O)CSC1=N/C(=C\c2cccnc2)C(=O)N1c1ccc(OC)cc1	-4	0%	-2	0%	-1%	-5%
40	CCOC(=O)c1c(C)[nH]c(C)c1C(=O)CSc1nnc(-c2ccncc2)n1C	4	2%	-4	3%	-4%	4%

item	Tb PFK inh	NPC1 promoter act	FBPA coupling cs	VP16 counter	RORgamma inh
37	-2%	-3%	·	·	·
38	·	·	5	-1%	17%
39	6%	-3%	3	9%	1%
40	-2%	0%	4	-1%	4%
